USP7 inh: human USP7 deubiquitinase inhibition. Q93009. purified USP7, Ub-rhodamine cleavage fluorescence. inhibition, % at 20 µM. actives 0.3% (n = 47,000). AID 1645854
USP30 inh: human USP30 deubiquitinase inhibition | Q70CQ3 | purified USP30, Ub-rhodamine cleavage fluorescence | inhibition, % at 25 µM | actives 5.3% (n = 47,000) | AID 1645860
Target sequence (Q70CQ3 whole entry, looked up): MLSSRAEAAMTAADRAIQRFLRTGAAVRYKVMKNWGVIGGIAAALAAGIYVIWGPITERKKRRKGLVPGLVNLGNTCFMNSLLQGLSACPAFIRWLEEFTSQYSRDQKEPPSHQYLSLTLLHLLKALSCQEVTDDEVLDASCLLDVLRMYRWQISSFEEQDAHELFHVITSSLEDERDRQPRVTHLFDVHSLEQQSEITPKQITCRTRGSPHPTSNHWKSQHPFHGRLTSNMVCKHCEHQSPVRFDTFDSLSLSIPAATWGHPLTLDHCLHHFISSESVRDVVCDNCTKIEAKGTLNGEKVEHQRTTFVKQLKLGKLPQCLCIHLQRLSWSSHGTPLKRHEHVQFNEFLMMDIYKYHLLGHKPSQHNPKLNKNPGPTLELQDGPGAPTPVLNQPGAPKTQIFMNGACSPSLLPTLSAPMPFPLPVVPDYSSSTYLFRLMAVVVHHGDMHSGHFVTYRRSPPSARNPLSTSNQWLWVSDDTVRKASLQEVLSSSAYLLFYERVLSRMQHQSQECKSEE
USP8 inh: blocks human USP8 ubiquitin-rhodamine cleavage; P40818; purified USP8, Ub-rhodamine cleavage fluorescence, 30 min; inhibition, % at 20 µM; actives 4.2% (n = 47,000); AID 1645853
OTUD3 inh: blocks human OTUD3 ubiquitin-rhodamine cleavage; Q5T2D3; purified OTUD3, Ub-rhodamine fluorescence, 2 h; inhibition, % at 25 µM; actives 0.7% (n = 47,000)
USP28 inh: blocks human USP28 ubiquitin-rhodamine cleavage; Q96RU2; purified USP28, Ub-rhodamine cleavage fluorescence, 30 min; inhibition, % at 25 µM; actives 3% (n = 47,000)
USP17 block: human USP17-like deubiquitinase inhibition; A8MUK1; purified USP17, Ub-rhodamine cleavage fluorescence, 3 h; inhibition, % at 50 µM; actives 6.5% (n = 47,000); AID 1645855
USP10 block: human USP10 deubiquitinase inhibition; purified USP10, Ub-rhodamine fluorescence, 60 min; inhibition, % at 20 µM; actives 1.1% (n = 47,000)
UCHL1 block: blocks human UCHL1 ubiquitin-rhodamine cleavage | purified UCHL1, Ub-rhodamine cleavage fluorescence | inhibition, % at 20 µM | actives 0.2% (n = 47,000)
Target sequence (P09936 whole entry, looked up): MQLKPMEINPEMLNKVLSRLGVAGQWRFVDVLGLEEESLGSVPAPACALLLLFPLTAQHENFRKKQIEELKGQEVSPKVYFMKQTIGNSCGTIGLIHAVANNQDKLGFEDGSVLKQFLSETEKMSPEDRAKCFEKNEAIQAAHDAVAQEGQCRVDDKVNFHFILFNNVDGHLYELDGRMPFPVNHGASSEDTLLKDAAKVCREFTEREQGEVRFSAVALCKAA
Starred values were filed as active, the others as inactive; i = inactive; / = not tested or not shown. No stated cut-off is given here; in the data, active means inhibition above about 30%; inactive means the rest.

SMILES	USP7 inh	USP30 inh	USP8 inh	OTUD3 inh	USP28 inh	USP17 block	USP10 block	UCHL1 block
c1cncc(-c2nc(NC3CC3)c3c4c(sc3n2)CCCC4)c1	0	-8	-7	-8	-2	0	3	4
O=C(Nc1cnn(-c2ncc(N3CCCCC3)cn2)c1)NC1CCCC1	-1	-110	-71	-19	2	25	1	-4
O=C(Nc1ccccc1-c1cnn(-c2ccccc2)c1)c1ccccc1Cl	3	41*	18	7	20	/	-1	0
CCc1nc(SCC(=O)Nc2cc(C)ccc2OC)c2oc3ccccc3c2n1	5	42*	5	11	3	41*	3	-1
CCOC(=O)c1cc(NC(=O)c2sc3ccccc3c2Cl)ccc1N1CCOCC1	4	22	7	17	0	15	-1	1
CCOc1ccccc1C(=O)n1ccn(S(=O)(=O)c2ccc(C)cc2)c1=O	-11	2	-10	4	-2	-5	2	-1
COc1ccccc1-n1cc(C(=O)c2cc(F)ccc2O)cc(C(C)=O)c1=O	-32	-276	33*	-39	-113	-30	-9	-29
Cc1nc2sc(C(c3ccco3)N3CCC4(CC3)OCCO4)c(O)n2n1 (stereo not drawn)	4	-5	15	11	-4	-6	-1	2
O=C(NC1CC1)c1ccc(-c2ccc(N3CCCC3)nn2)cc1	-3	17	-7	1	2	6	3	1
Cc1ccc(-c2c[n+](CC#N)c3n2CCC3)cc1	3	-6	-5	0	-1	0	0	3
CN1CC(=O)N(C2CCNCC2)Cc2c(NCc3ccccc3F)ncnc21	-2	1	-124	-2	4	-20	1	-2
CC(=O)N1CCC(C(=O)Nc2ccc(N3CCOCC3)cc2)CC1	-3	-33	-43	-8	-11	-8	-9	-8
O=C(Nc1ccccc1C(=O)N1CCOCC1)c1ccc([N+](=O)[O-])cc1	-26	-12	-119	-18	-8	-28	1	-4
Cc1cc(C(=O)N2CCCC2c2cnccn2)c2c(C)noc2n1 (stereo not drawn)	2	0	5	5	4	1	-5	-1
CCCN1CCC2(C1)c1ccccc1S(=O)(=O)N2Cc1ccc(OC)cc1 (stereo not drawn)	7	-7	-10	0	0	-36	5	3
CCc1ccccc1NC(=O)CC1C(=O)N(Cc2ccccn2)c2nc3ccccc3n21 (stereo not drawn)	-15	-9	-5	-14	-16	-14	-1	0
CCOc1cc2[nH]c(=O)n(CC3CCC(C(=O)N4CCN(c5ccccn5)CC4)CC3)c(=O)c2cc1OCC (stereo not drawn)	-1	6	4	0	-2	19	5	3
Cc1ccc(NC(=O)c2cc(NC(=O)Cc3ccccc3)ccc2N2CCCCC2)cc1Cl	-8	-94	-13	-21	-23	/	-8	-13
CCOC(=O)c1cccc(NC(=O)CCc2nnc3ccc(N4CCCCC4)nn23)c1	-3	-38	-14	0	-5	10	-5	2
CN(C(=O)c1ccc(Cl)cc1Cl)C1CCS(=O)(=O)C1 (stereo not drawn)	-1	-3	-1	-2	-1	-3	-1	0
COc1ccc(S(=O)(=O)N2CCc3ccccc32)cc1C(=O)NCc1ccc(F)cc1	6	16	-85	15	9	-6	0	2
COc1ccccc1NS(=O)(=O)c1cc([N+](=O)[O-])ccc1NCC1COc2ccccc2O1 (stereo not drawn)	9	22	3	4	12	6	12	8
CN(C(=O)CN1CCCC1c1cnn(C)c1)C1(C#N)CCCCC1 (stereo not drawn)	-31	i	-85	-107	-135	-129	-3	-34
Cc1nc2ccc(NC(=O)COc3ccccc3[N+](=O)[O-])cc2s1	6	57*	44*	-2	6	/	10	-3
O=C(Nc1cccc(-c2nc3cnccc3o2)c1)c1ccccc1F	-1	/	-1	-1	/	44*	2	-4

2 records picked at random from the list so far:
SMILES	USP7 inh	USP30 inh	USP8 inh	OTUD3 inh	USP28 inh	USP17 block	USP10 block	UCHL1 block
O=C(NC1CC1)c1ccc(-c2ccc(N3CCCC3)nn2)cc1	-3	17	-7	1	2	6	3	1
COc1ccccc1-n1cc(C(=O)c2cc(F)ccc2O)cc(C(C)=O)c1=O	-32	-276	33*	-39	-113	-30	-9	-29

Returning to the listing; the 2 compounds before the break are reprinted first.
SMILES	USP7 inh	USP30 inh	USP8 inh	OTUD3 inh	USP28 inh	USP17 block	USP10 block	UCHL1 block
Cc1nc2ccc(NC(=O)COc3ccccc3[N+](=O)[O-])cc2s1	6	57*	44*	-2	6	/	10	-3
O=C(Nc1cccc(-c2nc3cnccc3o2)c1)c1ccccc1F	-1	/	-1	-1	/	44*	2	-4
Cc1ccc(C(=O)N2CCc3cc(-c4csc(NC(=O)CN(C)C5CCCCC5)n4)ccc32)cc1	-3	-15	58*	6	12	23	-4	-3
Cc1cc(C2CCCN2S(=O)(=O)c2ccc3c(c2)OCCO3)no1 (stereo not drawn)	6	20	29	13	19	16	0	0
COC(=O)[C@@H](C)NC(=O)C1c2ccccc2C(=O)N(c2ccccc2)C12CCCCC2 (stereo partly drawn)	0	-10	-69	-6	-12	-18	-5	-3
COc1ccc(CN(Cc2ccccc2)S(=O)(=O)c2ccc(-n3cnnn3)c(C)c2)cc1	8	23	-16	0	3	1	-5	4
CC(C)C(=O)N1CCCCCC1c1cc(-c2ccc(F)cc2)on1 (stereo not drawn)	-2	16	15	0	3	1	1	3
Cc1ncc(-c2cncc(CC3CCCN(C(=O)c4ccncc4)C3)n2)n1C (stereo not drawn)	2	3	15	7	1	11	0	1
Cc1ccc(NC(=O)N(C)CCc2ccccn2)cc1Cl	-1	0	-78	5	5	-7	-1	1
COc1ccc(-c2nc3ccc(C)cn3c2NC2CCCC2)cc1	-1	-1	15	9	4	12	-2	1
COCCN1C[C@H]2CCN(C(=O)NC3CCCC3)CC[C@H]2S1(=O)=O	-2	-25	-63	-5	-15	-25	-6	-4
O=S(=O)(N1CCCC1)N1C[C@@H](c2ccccc2)[C@H](c2ccn[nH]2)C1	0	-9	0	0	-7	-1	-3	-1
CSC1=N/C(=C/c2ccccc2)C(=O)N1c1ccc(F)c(Cl)c1	8	33*	14	22	14	25	1	1
CNc1nc(C2CCCCN2C(C)=O)nc2c1CN(C(=O)c1ccccc1)CC2 (stereo not drawn)	-4	-19	-1	-7	-12	-8	2	-3
CCCn1c2ccccc2n2c(C(C)=O)c(-c3ccccc3)nc12	8	17	3	9	21	13	8	10
N#Cc1cc([N+](=O)[O-])ccc1NCC1COc2ccccc2O1 (stereo not drawn)	-16	-41	-2	-6	47*	-8	4	1
O=S(=O)(c1cccc(-c2nnc(-c3ccc(Cl)cc3)o2)c1)N1CCCC1	-3	-5	-37	-2	-1	-9	2	-1
N#Cc1ccc(C(=O)N2CCC(c3nc(-c4ccccc4)no3)CC2)cc1	4	5	6	-78	4	2	-1	0
O=C(NC1CCCN(c2ccccn2)C1)c1cnccn1 (stereo not drawn)	-1	/	1	-6	/	-15	-1	-2
CC(=O)N1C[C@H](c2ccccc2)[C@H]2CN(C(=O)c3ncccc3O)CC[C@H]21	0	-11	0	13	4	-3	-2	1
CCc1nc2ccc(C(=O)Nc3nc(-c4ccc5c(c4)CCN5S(=O)(=O)c4ccccc4)c(C)s3)cc2nc1CC	0	-4	23	8	15	32*	1	3
COc1cc2nc(CN3CCOCC3)n(CCCOc3ccccc3)c(=O)c2cc1OC	-3	-19	2	-9	-8	-13	-3	0
Nc1cc(C2CCN(C(=O)Cc3ccccc3F)CC2)no1	0	22	7	6	-2	-1	0	-1
CCOC(=O)N1CCN(S(=O)(=O)c2ccc(C(=O)Nc3ccc(OC)c4ccccc34)cc2)CC1	6	28	56*	-12	3	29	5	4
COc1cccc(-c2nn(Cc3ccccc3)cc2C(=O)N2CCN(CCOc3ccccc3)CC2)c1	2	-18	-10	-12	-20	0	0	5
COc1ccc(OC)c(NC(=O)CSc2ncnc3nc[nH]c23)c1	0	24	-32	1	4	/	0	-2
O=C(CCC1CCCCC1)N1CCC2(CC1)NC(=O)N(CCc1ccccc1)C2=O	1	7	5	1	-2	8	4	1

Two entries from above, field by field.
O=S(=O)(c1cccc(-c2nnc(-c3ccc(Cl)cc3)o2)c1)N1CCCC1
- USP7 inh = -3
- USP30 inh = -5
- USP8 inh = -37
- OTUD3 inh = -2
- USP28 inh = -1
- USP17 block = -9
- USP10 block = 2
- UCHL1 block = -1

N#Cc1ccc(C(=O)N2CCC(c3nc(-c4ccccc4)no3)CC2)cc1
- USP7 inh = 4
- USP30 inh = 5
- USP8 inh = 6
- OTUD3 inh = -78
- USP28 inh = 4
- USP17 block = 2
- USP10 block = -1
- UCHL1 block = 0

Next section.
SMILES	USP7 inh	USP30 inh	USP8 inh	OTUD3 inh	USP28 inh	USP17 block	USP10 block	UCHL1 block
Cn1ncc2c(N3CCOCC3)nc(C(=O)NCc3ccc(Cl)cc3)nc21	1	19	18	7	15	5	-2	0
CN1CCN(c2ccc(-c3nc(-c4cccc(F)c4)no3)cn2)CC1	-16	0	2	-9	-8	-73	-5	-1
COc1cc(OC)cc(C(=O)NCc2nn(C)c3ccccc23)c1	-3	-9	-3	-5	-4	-6	-3	-1
Cc1c(C(=O)N2CCCCC2)cnn1-c1ccc(-c2nc(C3CC3)no2)cn1	4	3	-8	5	3	0	3	3
Cc1ccc(NC(=O)c2ccc3c(c2)N(S(C)(=O)=O)CC3)cc1C	0	-54	16	-12	-14	-25	5	-2
CCc1c(C2CCN(C(=O)NCc3ccccc3)CC2)noc1N	1	-13	7	8	6	-2	-3	0
Cc1cc2nc(N(C)Cc3cccnc3)c3ccccc3n2n1	4	0	-311	3	3	-32	0	1
Cc1cc(Cl)ccc1OCC(=O)NCC(c1cccs1)N(C)C (stereo not drawn)	-14	-20	-6	0	-6	-5	-3	2
CN(C)S(=O)(=O)c1cccc(C(=O)Nc2nnc(C3CCCCC3)s2)c1	2	27	1	-1	5	-1	5	-3
Cc1ccccc1NC(=O)c1ccc(-c2nc3cccnc3n(C3CCCC3)c2=O)cc1	3	-56	-68	-21	-12	-25	1	0
O=C(Nc1c(C(=O)N2CCOCC2)oc2ccccc12)c1c(F)cccc1F	-14	6	0	4	9	1	0	1
CC(Sc1nnc(-c2ccccc2Br)o1)C(=O)Nc1cccc(Cl)c1 (stereo not drawn)	-4	43*	18	23	23	22	5	5
COc1cccc(NC(=O)Cn2c3ncccc3c(=O)n2-c2ccc(C)cc2)c1	7	-1	-9	5	4	-10	4	4
Cc1noc(C)c1COc1cccc(C(=O)Nc2cc(Cl)ccc2-n2cncn2)c1	5	4	0	-1	52*	38*	1	6
CN1CCn2c(-c3cccnc3)cnc2C12CCN(Cc1cccnc1)CC2	1	-4	-71	-10	-15	-24	0	-3
COc1ccc(-n2ncc(C(=O)N3CCN(c4cc(C)ccc4C)CC3)c2C2CCNCC2)cc1	0	30*	-95	20	11	-18	-3	0
Cc1ccc(-c2nc(C(=O)N3CCN(c4ccccc4)CC3)cs2)n1C	2	-19	-5	-1	0	-1	1	0
CS(=O)(=O)N1CC[C@H]2O[C@@H](C(=O)NCc3cccnc3)CC[C@H]21	4	-2	-95	0	-2	-28	4	3
CCn1c(SCc2nc(N)c3ccccc3n2)nc2ccccc21	-5	39*	33*	16	42*	54*	-3	2
CCC(=O)N1Cc2ccccc2CC2(CCCN(Cc3ccc(O)cc3)C2)C1 (stereo not drawn)	5	9	-15	0	2	3	2	1
Nc1nn(-c2ccccc2)cc1-c1cccs1	-14	-20	36*	-7	-2	-3	-7	-4
Cc1[nH]c2ccccc2c1-c1csc(N)n1	-27	-242	-83	-52	-52	-42	-8	-30
COc1ccccc1CNC(=O)c1c(O)c2cnn(-c3cccc(C)c3)c2[nH]c1=O	-27	11	82*	3	76*	39*	30	7
CCOc1ccc(Oc2nc(CN3CCCC3)nc3sc(C)c(C)c23)cc1	-23	i	-52	-141	-161	-112	-6	-23
COc1ccc(-c2noc(C3CCCN3C(=O)Nc3ccc(C)c(C)c3)n2)cc1 (stereo not drawn)	10	10	14	8	14	6	3	7

(list continues)
SMILES	USP7 inh	USP30 inh	USP8 inh	OTUD3 inh	USP28 inh	USP17 block	USP10 block	UCHL1 block
COc1cccc(OC)c1C(=O)Nc1cccc(-c2ccc(N3CCCC3)nn2)c1	3	5	5	0	10	36*	2	2
COc1cc(-c2nnc(SCC(=O)Nc3ncc4c(n3)CC(c3ccccc3)CC4=O)n2CCc2ccccc2)cc(OC)c1OC (stereo not drawn)	-30	1	-18	2	-5	/	0	-4
COc1ccccc1OC(C)C(=O)Nc1ccc2c(c1)NC(=O)CO2 (stereo not drawn)	-2	3	-79	-10	-3	-18	-10	1
N#Cc1ccc(OCc2noc(-c3ccc(F)cc3)n2)cc1	5	-14	38*	8	23	7	1	0
CCNS(=O)(=O)c1cc(-c2nc(C)c(C(=O)N3CCCC3)s2)n(C)c1C	5	17	18	13	6	9	1	3
Cc1ccc(-c2coc(-c3ccc(NC(=O)C4CC4)cc3)n2)c(C)c1	9	-8	10	-4	-5	0	1	-1

Screening results deposited in PubChem by Dana-Farber Cancer Institute and Novartis Institutes for BioMedical Research (Cambridge, Mass).
